hiPSC survival: enhancers of single-cell hiPSC survival, primary screen, ATPlite luminescence | 100% = ROCK inhibitor wells, 0% = DMSO | 360,000 tested, 0.044% active | survival enhancement, % at 20 µM | AID 602274, 2012; in the data active = survival enhancement above about 18%;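 also: cells exposed to compounds for 16 hours before the ATP read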
N-glyco inh: increase of ERlucT glycosylation luciferase signal, primary screen, N-linked glycosylation inhibitor project, D54 ERlucT cells, luminescence, set 2; AID 588692, 2011; 360,000 tested, 0.23% active; reporter increase, % at 12.5 µM; D54 ERlucT glycosylation luciferase reporter, 24 h; percent of 100 nM tunicamycin response;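 active = mean luciferase reporter signal, scaled so untreated is 0 and the glycosylation-blocking control 100, at or above a set limit in every replicate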;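 also: luciferase carries N-glycosylation sites so blocking glycosylation raises the light; 0% = median of neutral control wells and 100% = median of 100 nM tunicamycin wells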
Cardio protect: cardioprotection against H2O2-induced cell death, primary screen, uHTS, H9c2 cells, ATPLite luminescence. AID 588492, 2011. 360,000 tested, 0.63% active. H9c2 cardiomyocytes, H2O2 injury protection, 2 h. protection from H2O2 cell death, % at 20 µM;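 active = compounds giving at least 50% protection of heart cells from peroxide-induced death in the single-dose screen, raw or plate-pattern-corrected value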;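 also: 0% = DMSO wells with peroxide and 100% = DMSO wells without peroxide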
CaV13 FRET inh: Primary screen for inhibitors of IQ motif and Ca2+-dependent inactivation inhibitor domain binding in CACNA1D, Förster resonance energy transfer in living cells, …; HEK cells, CFP/YFP FRET ICDI-IQ, plate reader, 10 min; percent FRET-ratio fall versus neutral wells; inhibition, % at 12.3 µM; 340,000 tested, 0.098% active; AID 743397;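 active = mean replicate inhibition of at least 30% and at least 1% of replicates passing that level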;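 also: 0% = median of the neutral control wells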
PDI inh: inhibitors of human PDI, primary screen, biochemical, turbidity, single point, plate reader. Protein disulfide-isomerase (Homo sapiens), P07237. PDI insulin aggregation turbidity, A650, 90 min. inhibition, % at 10 µM. 350,000 tested, 0.052% active;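 active = mean inhibition across replicates of 30% or more, whatever share of single replicates reach that level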;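 also: absorbance from insulin aggregation driven by PDI reduction with DTT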
Target sequence (P07237 whole entry, looked up): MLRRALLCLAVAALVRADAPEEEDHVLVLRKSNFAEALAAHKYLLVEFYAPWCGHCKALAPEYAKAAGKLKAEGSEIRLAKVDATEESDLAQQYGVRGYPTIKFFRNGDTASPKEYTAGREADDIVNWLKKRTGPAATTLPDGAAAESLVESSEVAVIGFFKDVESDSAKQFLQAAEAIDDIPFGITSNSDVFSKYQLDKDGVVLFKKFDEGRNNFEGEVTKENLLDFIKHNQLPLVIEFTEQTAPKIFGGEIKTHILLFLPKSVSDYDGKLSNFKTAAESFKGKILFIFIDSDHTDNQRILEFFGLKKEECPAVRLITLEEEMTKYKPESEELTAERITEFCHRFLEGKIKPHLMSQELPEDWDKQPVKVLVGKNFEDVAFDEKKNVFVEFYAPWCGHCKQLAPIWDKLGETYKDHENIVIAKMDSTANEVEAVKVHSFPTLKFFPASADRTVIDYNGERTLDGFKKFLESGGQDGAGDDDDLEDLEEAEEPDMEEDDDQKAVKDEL
Vif inh: HIV Vif self-association inhibitors, primary screen, imaging, HEK293T, single point. inhibition, % at 7.49 µM. AID 602346, 2012. HEK293T cells, Vif self-association by quenched fluorescence, 24 h. 340,000 tested, 0.35% active; in the data active = inhibition above about 50%, passing the limit was not always enough; also: some results filed as inactive read as strong as hits
Granule exo inh: LAMP-1 surface exposure blockers, TALL-104 cells – cell-based, flow cytometry, MLPCN library, primary screen; TALL-104 LAMP-1 surface exposure; cells stimulated with thapsigargin and PMA; inhibition, % at 10 µM; 360,000 tested, 0.66% active;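 active = inhibition above about 55%, limit read from the data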
aDG glyco act: activators of alpha-DG glycosylation, primary screen, uHTS, Pro5-aDG cells, AlphaScreen; alpha-DG glycosylation AlphaScreen (IIH6); 0% Pro5, 100% B10-LARGE cell signal; activation, % at 10 µM; 360,000 tested, 0.22% active;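 active = activation of at least 8% versus controls, or a plate z-score of at least 8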;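 also: Pro5 are CHO cells carrying HIG-tagged alpha-DG that lacks glycosylation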
HTR2A ag: mouse Htr2a agonists via beta-arrestin recruitment, primary screen, cell-based, luminescence | AID 624169, 2012 | activation, % at 7.6 µM | CHO-K1 mHTR2A beta-arrestin complementation; percent of 30 µM serotonin response | 5-hydroxytryptamine receptor 2A (Mus musculus), P35363 | 360,000 tested, 0.66% active;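 active = activation above a run cutoff, the mean activation of all tested compounds plus 3 SD, cut at about 14% in these data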;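 also: 0% = plate median of compound wells and 100% = 30 µM serotonin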
Target sequence (P35363 whole entry, looked up): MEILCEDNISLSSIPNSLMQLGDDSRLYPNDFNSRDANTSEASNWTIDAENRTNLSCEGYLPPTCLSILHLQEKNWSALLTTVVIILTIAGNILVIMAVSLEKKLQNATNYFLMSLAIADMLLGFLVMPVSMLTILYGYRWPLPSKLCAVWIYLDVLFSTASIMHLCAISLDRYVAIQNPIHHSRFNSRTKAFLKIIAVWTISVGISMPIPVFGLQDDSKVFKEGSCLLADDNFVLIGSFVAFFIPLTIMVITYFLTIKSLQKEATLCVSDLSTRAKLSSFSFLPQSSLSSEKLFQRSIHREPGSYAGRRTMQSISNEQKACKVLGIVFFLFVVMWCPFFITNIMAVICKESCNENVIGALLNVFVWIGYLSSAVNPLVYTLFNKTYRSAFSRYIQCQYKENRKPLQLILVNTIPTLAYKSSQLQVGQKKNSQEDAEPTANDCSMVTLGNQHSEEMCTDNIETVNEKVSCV
ABCB6 inh MLPCN: ABCB6 transporter inhibitors, primary screen, K562-ABCB6 cells, flow cytometry, MLPCN library. ATP-binding cassette sub-family B member 6 (Homo sapiens), Q9NP58. K562-ABCB6 porphyrin accumulation, 1 h; hits give low values. fluorescence ratio to DMSO, % at 10 µM. 360,000 tested, 0.19% active. AID 602162, 2011;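 active = fluorescence ratio to DMSO below 75%, the collection mean minus 3 SD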;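 also: signal is porphyrin accumulated inside mitochondria; 100% equals median channel fluorescence of DMSO control wells; lower ratio means ABCB6 inhibition with less porphyrin fluorescence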
An asterisk follows results filed as active; x = no result given.

Every second line gives: HTR2A ag	Cardio protect	aDG glyco act	N-glyco inh	ABCB6 inh MLPCN	hiPSC survival	CaV13 FRET inh	Vif inh	PDI inh	Granule exo inh
[1] O=C(C[C@H]1CC[C@@H]2[C@H](COC[C@H](O)CN2Cc2nccs2)O1)NCc1ccccc1Cl
 : -3	x	0.1	x	x	x	-7	x	x	2
[2] O=C(Nc1ccc2c(c1)CCCN2C(=O)c1cccs1)c1c(F)cccc1Cl
 : -5	-1	0.0	-14	95	-0.3	-14	-3	9	19
[3] CC(C)c1ccc2oc(=O)cc(CN3CCN(c4ccc(F)cc4)CC3)c2c1
 : 1	-8	0.5	-3	101	7.9	0	-21	-8	-4
[4] O=C(c1ccc(C(F)(F)F)cc1)C1CCCN(Cc2cccn2-c2ncccn2)C1 (configuration not stated)
 : -5	6	0.8	4	87	-0.7	-1	-3	5	18
[5] CCOc1ccc(C(=O)CCC(=O)NNC(=O)c2ccncc2)cc1
 : 2	3	0.4	1	95	-0.1	-2	-3	-1	11
[6] O=C(CCSCCc1ccccn1)Nc1c(F)c(F)c(F)c(F)c1F
 : 1	0	0.0	1	101	5.9	-4	6	1	-1
[7] CC(C)CCNC(=O)C(c1ccc(O)cc1)N(Cc1ccco1)C(=O)CCC(=O)Nc1nccs1 (configuration not stated)
 : 10	16	0.0	0	100	0.1	-4	4	11	12
[8] O=C(CN1CCCCC1)Nc1cccc(Cl)c1
 : 2	-2	0.1	-2	92	-2.0	2	8	0	0
[9] Cc1c(C(=O)N(C)CCc2cnn(C)c2)oc2c(F)cccc12
 : -5	-1	0.2	-1	100	-0.6	-2	0	-6	-1
[10] Cc1ccccc1NC(=S)NC(=O)c1cncc(Br)c1
 : -1	-3	0.0	0	97	-0.3	-6	2	-6	-1
[11] Cc1cc(C(=O)OCC(=O)NCc2ccccc2Cl)c(C)o1
 : 1	6	0.0	0	99	0.0	-17	0	-2	-8
[12] CCCc1cc(=O)oc2cc(OCC(=O)NCCN3CCOCC3)c(Cl)cc12
 : -10	-3	0.1	4	101	-1.8	-15	2	1	-3
[13] O=c1c([N+](=O)[O-])c(N2CCOCC2)c2ccccc2n1-c1ccccc1
 : 8	5	-0.5	-2	96	-1.1	3	-4	-1	8
[14] CC[N+](CC)(CC)CC(=O)Nc1ccc(SC(F)F)cc1
 : -3	-3	0.0	1	96	0.3	5	0	1	-2
[15] CC(C)c1ccc2oc(=O)cc(CN3CCN(c4ccccc4)CC3)c2c1
 : -4	-16	-0.3	-2	94	0.6	0	14	1	-2

(further entries)
Every second line gives: HTR2A ag	Cardio protect	aDG glyco act	N-glyco inh	ABCB6 inh MLPCN	hiPSC survival	CaV13 FRET inh	Vif inh	PDI inh	Granule exo inh
[16] Cc1ccc(C)c(OCCC(=O)NCCc2ccc(S(N)(=O)=O)cc2)c1
 : 0	0	1.3	0	105	0.0	-2	-6	-1	-3
[17] COc1ccc(NC(=O)CC(c2ccccc2)c2ccco2)cc1 (configuration not stated)
 : -6	2	0.4	5	101	-0.3	-3	-4	-2	-2
[18] COC(=O)CSc1nc(Cc2ccccc2)nc2ccccc12
 : -1	-2	0.2	1	97	-0.3	3	21	-2	-2
[19] c1ccc(CCn2nnnc2C(c2cccs2)N2CCN(Cc3ccc4c(c3)OCO4)CC2)cc1 (configuration not stated)
 : -8	-5	-0.2	-6	94	-0.1	-5	11	0	8
[20] CC(=O)N1CCN(Cc2cc(=O)oc3cc(C)cc(C)c23)CC1
 : 9	9	-0.1	2	100	0.1	-4	x	x	-4
[21] CCCCOC(=O)CSc1nc2c(c(=O)[nH]c(=O)n2C)n1C/C=C(\C)Cl
 : 6	10	0.4	-1	89	-0.9	-2	-1	-1	5
[22] Cc1onc(-c2ccccc2Cl)c1C(=O)N1CC(C)CC(C)C1 (configuration not stated)
 : -5	3	0.0	-1	90	0.2	-3	-14	9	-6
[23] Cc1ccccc1OCC(=O)Nc1ccc(N2CCOCC2)cc1N1CCOCC1
 : -3	4	-0.4	-2	99	-0.3	-3	-1	5	-4
[24] O=C(O)CC1=C(O)C(=O)N(c2ccccc2)C1c1ccc(Br)cc1 (configuration not stated)
 : 5	20	-0.4	-2	97	8.0	x	2	10	-1
[25] CCOc1cccc(N2C(=O)CC(NNC(=O)c3ccc(Br)o3)C2=O)c1 (configuration not stated)
 : 5	1	-0.2	1	103	-0.2	-14	-8	-1	-6
[26] COc1ccc(C)cc1S(=O)(=O)N1CCC2(CC1)OCCN2S(=O)(=O)c1ccccc1
 : -1	3	0.3	1	102	0.5	-2	-6	9	-3
[27] CCOc1ccc(N/C(SC)=C(/C#N)C(N)=O)cc1
 : 1	-6	0.1	5	98	-0.4	-8	x	9	-2
[28] COc1ccc(CN2CCn3nc(C(=O)NC4CC4)cc3C2=O)cc1
 : 4	0	-0.2	2	102	3.7	-4	-3	-3	-3
[29] CCNS(=O)(=O)c1ccc(Br)c(C(=O)OC(C)C(=O)NCC2CCCCC2)c1 (configuration not stated)
 : 2	0	0.3	-2	101	0.1	-2	-3	1	2
[30] O=C(NCCC(=O)N1CCC2(CC1)NCCc1[nH]cnc12)c1cccc(C(F)(F)F)c1
 : 1	6	-0.1	0	99	-0.6	-2	17	1	-2

The results go on:
Every second line gives: HTR2A ag	Cardio protect	aDG glyco act	N-glyco inh	ABCB6 inh MLPCN	hiPSC survival	CaV13 FRET inh	Vif inh	PDI inh	Granule exo inh
[31] CN(C)S(=O)(=O)c1cccc(NC(=O)COC(=O)CCC(=O)c2ccc(F)cc2)c1
 : -1	3	-0.6	1	101	1.2	-1	-1	9	-2
[32] CC(=O)Nc1ccc(S(=O)(=O)NCc2ccc3c(c2)cc(C)n3C)cc1
 : -2	2	-0.2	-1	102	-0.3	-6	8	x	-1
[33] COc1ccccc1-c1nc(-c2ccccc2)[nH]c(=O)c1C#N
 : -1	3	0.0	0	96	3.8	5	7	14	-4
[34] CCN1CCC(CN2CCNC2=S)CC1
 : -4	-1	-0.1	1	99	6.2	-2	x	-3	-3
[35] Cc1nc2cc(NC(=O)Nc3cccc4ccccc34)ccc2n1C
 : 3	-16	0.3	-1	102	-3.9	-1	14	-11	-2
[36] Cc1ccc(C(=O)NC(=S)Nc2ccc3c(c2)OCCO3)c(C)c1
 : -1	-8	0.6	-3	119	-2.1	-5	17	3	22
[37] CC1CCc2c(nc3ncnn3c2N2CCN(c3ccccc3)CC2)C1 (configuration not stated)
 : 1	9	0.8	1	93	0.7	-4	4	0	1
[38] O=C(COC(=O)c1cc(-c2ccccc2)nc2ccccc12)NCC1CCCO1 (configuration not stated)
 : 1	2	-0.1	2	97	-0.4	-2	1	2	-1
[39] COCCN1C[C@@H](CO)O[C@@H](n2cnc3c(N4CCCC4)ncnc32)C1
 : 0	2	0.0	0	96	4.6	-5	x	2	-3
[40] O=C(CS(=O)CC(=O)Nc1cccc2c1CCCC2)Nc1ccc(F)cc1 (configuration not stated)
 : 4	4	0.0	6	100	-2.0	-5	3	-1	-1
[41] CCN(CC)CC(=O)Nc1ccc(Oc2ccc(NC(=O)CN(CC)CC)cc2)cc1
 : 1	9	1.9	-3	96	2.3	-8	2	6	17
[42] C=CCn1c(SCC(=O)Nc2ncc(Cc3cc(C(F)(F)F)ccc3Cl)s2)nnc1-c1ccncc1
 : -1	-6	0.3	-2	98	-1.6	-8	-1	1	-1
[43] Cc1cc(C)c(C)c(S(=O)(=O)NCCN2CCOCC2)c1C
 : -1	-2	-0.1	3	103	0.1	-19	-2	-61	1
[44] CCC(Oc1ccc(Cl)cc1)C(=O)N1CC(=O)Nc2ccccc21 (configuration not stated)
 : 7	-2	0.2	0	101	-0.4	-10	-7	-9	-2
[45] COc1cc(NC(=O)c2cccs2)c(OC)cc1NC(=O)CCC(=O)Nc1cccc2ncccc12
 : -3	27	-0.3	-3	97	0.6	-11	-9	3	60*

Continued.
Every second line gives: HTR2A ag	Cardio protect	aDG glyco act	N-glyco inh	ABCB6 inh MLPCN	hiPSC survival	CaV13 FRET inh	Vif inh	PDI inh	Granule exo inh
[46] COc1ccc2c(c1)[C@H]1[C@H](CO2)[C@H](c2ccccc2)[C@]2(C)C(=O)Nc3cc(F)c(F)cc3C(=O)N12
 : -3	-8	-0.1	42*	102	1.9	-11	-13	12	-6
[47] CC1(C(=O)Nc2ccccc2)CCN1C(=O)C1(c2ccccc2)CC1 (configuration not stated)
 : -1	-1	0.1	-2	99	4.1	-5	-11	-9	-2
[48] COc1ccc(-c2nc(CS(=O)(=O)CC(=O)NCCc3ccccc3)c(C)o2)cc1
 : 6	1	0.3	2	103	1.5	-15	56*	-3	-6
[49] C[C@H](NC(=O)[C@H]1N2C(=O)c3ccccc3C2SC1(C)C)C(=O)NCc1ccncc1 (some centres not stated)
 : 0	7	-0.1	2	101	0.0	-3	9	1	2
[50] COC(=O)CCCC1=CC2=C(c3ccccc3)C(=O)C(C)(OC(=O)C3CCCC3)C(=O)C2=CN1Cc1ccco1 (configuration not stated)
 : 0	0	0.2	2	107	-1.7	-6	5	4	5
[51] O=c1[nH]c(Cc2ccccc2)nc2c1oc1ccccc12
 : 4	12	-0.3	2	97	3.2	-4	-2	-6	0
[52] C[C@H](CO)N1C[C@H](C)[C@@H](CN(C)S(C)(=O)=O)Oc2ccc(NC(=O)Nc3ccc(C(F)(F)F)cc3)cc2C1=O
 : -2	6	-0.2	-1	98	-1.1	-4	-2	-2	-2
[53] Cc1ccccc1CN1CCN(CC2CC3C=CC2C3)CC1 (configuration not stated)
 : -7	1	0.1	2	99	0.9	-5	x	-2	-2

Assay outcomes deposited in PubChem BioAssay by several laboratories.

No enrichment for hits; overall some 3.1% were active at least once.
